EphB4 ephrin blk: antagonists of human EphB4-ephrin-B2 interaction; P54760; EphB4 LBD / TNYL-RAW-Alexa532 peptide, fluorescence polarization; inhibition, % at 7 µM; actives 0.15% (n = 97,000); AID 720;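 active = inhibition above the screen-wide mean inhibition plus 3 SD, cut at about 15% in these data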;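 note: 0% = DMSO wells and 100% = excess unlabeled TNYL-RAW peptide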
HIV Rev-RRE inh: disrupts HIV-1 Rev binding to RRE RNA; Rev peptide-RRE RNA binding, FRET; inhibition, % at 8 µM; AID 704; actives 0.79% (n = 97,000); P05866;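 active = inhibition above the screen-wide mean plus 3 SD, cut at about 35% in these data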;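 note: 0% = median DMSO wells and 100% = median Neomycin B control wells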
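Test system: Cy5-tagged RRE RNA duplex with fluorescein-tagged Rev peptide | Read-out: % inhibition of FRET ratio versus controls | Probe or stimulus: Labelled Rev peptide | Incubation: 5 min RNA-compound premix plus 15 min binding step, 25 °C | Technique: FRET fluorescence readout | Benchmarks: DMSO low control, neomycin B high control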
FAK blocker: blocks human focal adhesion kinase activity; Q05397; biochemical FAK kinase activity assay; inhibition, %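 (tested at 7 µM)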; actives 0.84% (n = 97,000); AID 727; in the data active = inhibition above about 19%;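 note: 0% = DMSO and 100% = reference compound high control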
Target sequence (Q05397 whole entry, looked up): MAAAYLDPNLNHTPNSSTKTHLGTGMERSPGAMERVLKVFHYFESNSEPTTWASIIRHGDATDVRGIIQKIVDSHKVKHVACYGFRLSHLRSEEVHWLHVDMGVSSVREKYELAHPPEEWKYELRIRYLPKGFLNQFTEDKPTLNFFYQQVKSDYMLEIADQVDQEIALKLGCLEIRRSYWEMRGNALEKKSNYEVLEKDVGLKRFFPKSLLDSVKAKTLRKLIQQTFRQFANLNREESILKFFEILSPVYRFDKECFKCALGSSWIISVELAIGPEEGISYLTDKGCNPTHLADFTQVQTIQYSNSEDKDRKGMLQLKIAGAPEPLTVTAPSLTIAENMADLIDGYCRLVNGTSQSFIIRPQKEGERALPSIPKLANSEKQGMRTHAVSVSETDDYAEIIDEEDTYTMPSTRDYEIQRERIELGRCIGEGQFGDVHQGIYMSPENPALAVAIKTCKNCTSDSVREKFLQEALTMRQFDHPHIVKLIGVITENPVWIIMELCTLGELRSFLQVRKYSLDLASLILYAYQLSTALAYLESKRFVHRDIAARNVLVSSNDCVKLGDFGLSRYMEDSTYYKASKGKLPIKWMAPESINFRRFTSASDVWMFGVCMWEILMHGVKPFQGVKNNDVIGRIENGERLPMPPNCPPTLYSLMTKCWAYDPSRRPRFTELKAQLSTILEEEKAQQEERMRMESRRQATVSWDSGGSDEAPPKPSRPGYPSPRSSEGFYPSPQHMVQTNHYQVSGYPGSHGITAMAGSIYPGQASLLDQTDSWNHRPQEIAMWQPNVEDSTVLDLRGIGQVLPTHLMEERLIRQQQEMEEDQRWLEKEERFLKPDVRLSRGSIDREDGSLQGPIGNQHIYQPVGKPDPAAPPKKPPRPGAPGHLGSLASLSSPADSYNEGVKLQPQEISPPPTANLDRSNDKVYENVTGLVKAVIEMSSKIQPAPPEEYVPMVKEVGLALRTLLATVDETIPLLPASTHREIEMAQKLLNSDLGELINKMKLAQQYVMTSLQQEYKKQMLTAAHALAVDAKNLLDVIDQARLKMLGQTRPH
PostGolgi yeast: growth inhibition of a yeast mutant, post-Golgi transport screen; inhibition, % at 10 µM; actives 0.9% (n = 98,000); post-Golgi transport phenotypic cell assay;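 note: yeast cells grown in 1536-well plates; yeast grown about 18 h at 30C before absorbance read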
PTPN22 inh 2: LYP (human) phosphatase inhibition; actives 0.21% (n = 96,000); Q9Y2R2; recombinant LYP catalytic domain, DiFMUP fluorescence; inhibition, % at 2 µM;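 active = inhibition at 2 µM at or above a set limit, the screen mean plus 3 SD, cut at about 24% in these data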;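 note: 0% = DMSO with enzyme and 100% = enzyme fully blocked by orthovanadate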
PostGolgi ctrl: inhibits growth of the yeast control strain | efflux-deficient yeast background strain, growth absorbance A615, 16 h | inhibition, % at 10 µM | actives 5% (n = 98,000) | AID 738
PTPN22 act: increases human PTPN22 phosphatase activity. recombinant LYP, DiFMUP fluorescence; 0 = plate median, 100 = signal doubled. activation, % at 2 µM. actives 0.11% (n = 96,000);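 active = activation at 2 µM above a set limit, the mean plus 5 SD, cut at about 37% in these data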
S1P2 agonist: S1P2 (human) receptor agonism; S1P2-expressing cell line, agonist reporter read-out; activation, % at 4.5 µM; actives 0.46% (n = 97,000); AID 729; in the data active = activation above about 16%;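 note: 0% = vehicle low control and 100% = maximal reference agonist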
S1P2 blocker: S1P2 (human) receptor antagonism; O95136; cell-based S1P2 antagonist assay, inhibition at 5 uM; inhibition, % at 5 µM; actives 0.21% (n = 97,000); AID 736; in the data active = inhibition above about 45%;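 note: CRE beta-lactamase reporter cells expressing human S1P2 stimulated with S1P; 0% = agonist at EC80 alone and 100% = agonist plus reference antagonist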
Active calls of the source: *; . = no result given; [ ] = remark or other dose. Cut-off read from the data, not from the text of the source, unless noted: active = inhibition above about 30%; inactive = the rest. An unsorted share of the library, and some 7% of all compounds hit somewhere here.

SMILES | EphB4 ephrin blk | HIV Rev-RRE inh | FAK blocker | PostGolgi yeast | PTPN22 inh 2 | PostGolgi ctrl | PTPN22 act | S1P2 agonist | S1P2 blocker
CSc1nc(NC(C)(C)C)nc(Oc2ccc(=O)n(C)n2)n1 | 3 | 5 | -1 | -16 | 2 | -4 | -2 | -3 | -19
Cn1c(NCCCO)nc2c(c1=O)C1(CCCCC1)Cc1ccccc1-2 | -4 | 7 | 0 | 8 | -2 | 36* | 3 | -1 | -3
O=C1C=C(c2ccccc2)C(O)(c2ccccc2)C1 (stereo not drawn) | -2 | 5 | 0 | 1 | -2 | 10 | -1 | -2 | 4
CCc1cc(/C(Cc2ccc3ccccc3n2)=N\O)c(O)cc1O | -3 | 11 | 2 | -4 | -8 | 13 | 8 | -5 | 13
CCOc1ccc(C(=O)CCN2CCCCCC2)cc1 | 6 | 6 | 3 | 11 | 1 | -1 | -2 | -3 | 12
O=C(c1ccc(Cl)cc1)c1ccc(OCC(O)CN2CCOCC2)cc1 (stereo not drawn) | -2 | 6 | 1 | 2 | -4 | 7 | 4 | -5 | 2
Cc1ccc(C2C(C#N)=C(N)Oc3c2c(=O)n(C)c(=O)n3C)cc1 (stereo not drawn) | -5 | 7 | 2 | -1 | -11 | 5 | 15 | -6 | 5
Cc1ccc(C(C(=O)NC2CCCC2)N2CCCC(C)C2)cc1 (stereo not drawn) | -1 | 0 | 5 | 1 | -3 | 1 | 3 | -3 | 19
C=CCn1c(SCC(=O)Nc2c(C)cccc2C)nnc1-c1cnccn1 | -8 | 3 | 0 | -1 | 3 | 1 | -5 | 0 | 16
O=C(Cn1cnc2c(nnn2Cc2ccc(Cl)cc2)c1=O)N1CCCc2ccccc21 | -2 | 7 | 1 | . | -1 | . | 2 | -8 | 17
CCCCC(=O)Nc1ccc2c(c1)OCCO2 | 1 | 8 | -2 | 7 | 3 | 0 | -3 | -4 | -4
O=C(Nc1nnc(C(F)(F)F)s1)C1COc2ccccc2O1 (stereo not drawn) | 4 | -1 | -3 | -2 | 1 | 23 | 0 | -3 | -38
CC(C)(C)N=Cc1cc(-c2ccccc2)sc1O | 0 | -4 | 4 | -9 | -1 | 3 | -1 | 1 | -12
CC(=O)OCc1nc2sc(C)c(C)c2c(=O)[nH]1 | 8 | 6 | 2 | . | -21 | . | 20 | -3 | -2
CCN(C(=O)c1cc2cc(OC)ccc2oc1=O)c1ccccc1 | -7 | -2 | -4 | 3 | 8 | 3 | -5 | -8 | -20
CCOC(=O)c1c(NC(=O)c2nn(CC)cc2Br)sc(C)c1C | -5 | -3 | -1 | 2 | -7 | 17 | 5 | 7 | -31
Cc1ccc(NC(CC(=O)c2ccccc2)c2ccc(F)cc2)cc1 (stereo not drawn) | -2 | 2 | 0 | -5 | 16 | 10 | -11 | -1 | -18
CCOC(=O)C(C)Oc1ccc(C2NC(=O)NC(C)=C2C(C)=O)cc1Br (stereo not drawn) | -1 | 2 | 2 | 7 | -10 | 1 | 9 | -3 | -14
Cc1nc(SCC(N)=O)[nH]c(=O)c1CCC(C)C | 0 | -2 | -5 | -2 | -3 | -3 | 5 | -6 | 15
Cc1ccc(N=Nc2c(C)[nH][nH]c2=O)c(C)c1 | 6 | 5 | 9 | 0 | 1 | 14 | -5 | -6 | -19
CCOc1ncccc1C(=O)OCC(=O)c1ccc[nH]1 | 4 | 7 | 5 | -3 | 0 | -3 | -3 | -5 | -7
CCc1ccc2nc3c(c(C(=O)O)c2c1)CCC3 | -2 | -1 | -2 | 5 | 3 | 9 | -2 | 0 | 7
Cc1noc(C)c1COc1ccc(C(=O)OC(C)C(=O)Nc2ccc(N3CCOCC3)cc2)cc1 (stereo not drawn) | 0 | 3 | 7 | 13 | 3 | 4 | -5 | -9 | -1
Fc1ccc(-c2nc3c(Cl)cc(C(F)(F)F)cn3c2Cl)cc1 | -2 | 19 | -19 | -3 | 4 | -2 | -1 | -3 | -2
Cc1ccccc1NC(=O)C1CCN(c2cnccn2)CC1 | 1 | 9 | -4 | . | -1 | . | 4 | -5 | 0
CNC(=O)C1=C(C)Nc2nc3ccccc3n2C1c1cccc(OC)c1 (stereo not drawn) | 3 | 1 | 5 | -2 | -2 | 0 | -1 | -4 | 7
CCOC(=O)c1c(C)[nH]c(C(=O)OCc2c(C)noc2C)c1C | -5 | 4 | -1 | 5 | -5 | 23 | 8 | 4 | -28
CN1CCCN(C(=O)Cc2c(Cl)cccc2Cl)c2nc3ccccc3nc21 | -6 | 20 | -2 | 1 | 3 | 43* | -5 | 4 | -10
CN1CCN(Cc2nc3c(c(=O)n(C)c(=O)n3C)n2Cc2cccc3ccccc23)CC1 | 1 | 4 | 1 | 2 | 1 | -2 | -3 | -5 | 11
Cc1ccc(-c2nnn(CC(=O)N3CCC(C)CC3)n2)o1 | -3 | 3 | 0 | -4 | -2 | 4 | 1 | -3 | -14
O=C(CCn1c(=O)oc2ccccc21)N1CCN(C(c2ccccc2)c2ccccc2)CC1 | 6 | 3 | -8 | 5 | 11 | 36* | -13 | -1 | -10
COc1ccc(CC(=O)Nc2ccc3c(c2)CCC3)cc1S(=O)(=O)N1CCOCC1 | -10 | 0 | 0 | -3 | -5 | 4 | 4 | -6 | 10
Cc1ccc(NC(=O)C2C3CCCC2C3c2ccccc2)cc1C (stereo not drawn) | -2 | -1 | 0 | 3 | 7 | -15 | -7 | -1 | -25
CC(C)C[C@H](NC(=O)OC(C)(C)C)C(=O)N/N=C/c1ccc2nccnc2c1 | 7 | 5 | -1 | 5 | 5 | -1 | -4 | 1 | -11
CCn1c(SCC(=O)Nc2sc3c(c2C#N)CCCC3)nnc1-c1ccco1 | -5 | -3 | 1 | -3 | 0 | 16 | 3 | -2 | -8
C=CCc1cc(C=O)cc(OC)c1OCc1c(Cl)cccc1Cl | -1 | 12 | -6 | -3 | 7 | 14 | -3 | -1 | -27
CCN(C(=O)C1CCCCC1)c1nnc(-c2cccnc2)s1 | 6 | 9 | -6 | 0 | 7 | -4 | -5 | -2 | 4
O=C(COc1ccc(Cl)cc1Cl)NCCCN1CCOCC1 | -3 | -2 | -3 | 65* | -3 | 18 | 1 | -8 | 12
Cc1cc(C)c(C)c(S(=O)(=O)N2CCC(C(=O)OCC(=O)N3c4ccccc4NC(=O)C3(C)C)CC2)c1C | 6 | 4 | -3 | 3 | -6 | 11 | 4 | -3 | 3
O[C@@H](CNC[C@H](O)c1ccccc1)c1ccccc1 | -1 | 5 | 2 | . | 4 | . | -5 | -5 | 7
C=CCc1c(C)nc(N)[nH]c1=O | 9 | 12 | -1 | . | 10 | . | -10 | -6 | 11
O=C(OCCN1CCCCC1)c1ccc(Cl)cc1 | 1 | 5 | 0 | -3 | -12 | 3 | 12 | -1 | -6
Cc1ccc(-c2nn(C)c(=O)c3ccccc23)cc1S(=O)(=O)N1CCOCC1 | 2 | -1 | 1 | . | 4 | . | -9 | 8 | -16
CS(=O)(=O)N(CC(=O)N1CCCCCC1)c1ccc(Br)cc1 | 4 | 2 | 1 | 12 | 12 | 13 | -7 | -3 | 30
O=C(NCC(=O)N(Cc1ccccc1)C(C(=O)NC1CCCC1)c1ccco1)c1ccco1 (stereo not drawn) | -1 | 5 | 1 | -1 | 1 | 3 | -3 | -3 | 14
O=C(NCCc1ccccc1)N1c2ccccc2Sc2ccccc21 | 5 | 14 | 7 | -8 | 5 | 22 | 0 | -5 | 6
O=C(CSc1nnc(Cn2nnc3ccccc32)o1)N(Cc1ccc(F)cc1)c1ccccc1 | -3 | 9 | -1 | 2 | -8 | 21 | 5 | -7 | 30
COc1ccc(C(=O)Nn2cnc3ccccc3c2=O)c(OC)c1 | 4 | 3 | 3 | -11 | -2 | 4 | 0 | -4 | 2

Compound profiles, from the list above:
CCN(C(=O)C1CCCCC1)c1nnc(-c2cccnc2)s1 reads EphB4 ephrin blk: 6; HIV Rev-RRE inh: 9; FAK blocker: -6; PostGolgi yeast: 0; PTPN22 inh 2: 7; PostGolgi ctrl: -4; PTPN22 act: -5; S1P2 agonist: -2; S1P2 blocker: 4
O[C@@H](CNC[C@H](O)c1ccccc1)c1ccccc1 reads EphB4 ephrin blk: -1; HIV Rev-RRE inh: 5; FAK blocker: 2; PostGolgi yeast: .; PTPN22 inh 2: 4; PostGolgi ctrl: .; PTPN22 act: -5; S1P2 agonist: -5; S1P2 blocker: 7
O=C(COc1ccc(Cl)cc1Cl)NCCCN1CCOCC1 reads EphB4 ephrin blk: -3; HIV Rev-RRE inh: -2; FAK blocker: -3; PostGolgi yeast: 65*; PTPN22 inh 2: -3; PostGolgi ctrl: 18; PTPN22 act: 1; S1P2 agonist: -8; S1P2 blocker: 12

Next records
SMILES | EphB4 ephrin blk | HIV Rev-RRE inh | FAK blocker | PostGolgi yeast | PTPN22 inh 2 | PostGolgi ctrl | PTPN22 act | S1P2 agonist | S1P2 blocker
COc1ccc(C(=O)Nc2cc(C(C)=O)c(/C=C/N(C)C)oc2=O)cc1 | 6 | 122*[fluorescence artefact?] | -1 | -3 | 0 | 14 | 5 | -1 | 14
S=C1NC(c2ccccc2)=NCN1c1ccc(Br)cc1 | 1 | -2 | 0 | 23 | -17 | 8 | 16 | -7 | -2
O=C(Cc1cn2ccsc2n1)OCc1nc2ccccc2s1 | -2 | 2 | 4 | -7 | -2 | -4 | 2 | -1 | -18
COc1ccccc1C(C)NC(=O)c1ccc(C)o1 (stereo not drawn) | 4 | 9 | 0 | 0 | 9 | 0 | -6 | -7 | -16
Cn1c(SCc2ccc(F)cc2)nnc1-c1cccs1 | 13 | -1 | 8 | -6 | 0 | 7 | 0 | -1 | 16
COc1cc(C2Sc3ccccc3NC3=C2C(=O)OC3)cc(OC)c1OC (stereo not drawn) | 5 | 2 | -1 | . | -4 | . | 2 | -1 | 3
CCc1n[nH]c(=S)n1/N=C/c1ccc2c(c1)OCO2 | 2 | 5 | 2 | 3 | 8 | -4 | -6 | -4 | 11
COc1cc(Br)c(C(C)NC(=O)c2cccc(Br)c2)cc1OC (stereo not drawn) | 7 | 8 | 6 | -4 | 13 | 1 | -9 | -7 | 22
O=C(Cn1ccc2ccccc2c1=O)NCCC(=O)Nc1cccnc1 | -12 | 5 | -3 | -5 | -17 | 20 | 15 | -8 | -2
O=C(CSC1=NCCS1)Nc1ccc(S(=O)(=O)N2CCCCCC2)cc1 | 2 | 16 | -9 | -1 | 1 | 3 | -3 | -9 | 19
O=C(NCC(=O)N(c1ccc(F)cc1)C(C(=O)NCC1CCCO1)c1ccccc1)c1ccco1 (stereo not drawn) | -2 | -2 | 2 | 4 | 0 | 1 | 1 | -1 | 16
CC1(C)OC(=O)C(=CNc2cccc(O)c2)C(=O)O1 | 3 | 8 | 5 | 3 | 2 | 12 | -2 | -6 | 17
COc1ccc(S(=O)(=O)Nc2nncs2)cc1 | 0 | 7 | -2 | 2 | -6 | 0 | 7 | -7 | -7
COC(=O)CSc1nnc(-c2ccncc2)n1N | -9 | 6 | 0 | -2 | -6 | 0 | 4 | -7 | 5
c1csc(CNCCCN2CCOCC2)c1 | 6 | 7 | -2 | -3 | 4 | 31* | -2 | -5 | 10
Cc1ccc2nc(/C(C#N)=C\c3ccc([N+](=O)[O-])o3)[nH]c2c1 | -2 | 64*[fluorescence artefact?] | 13 | 103* | 9 | 99* | -7 | -7 | 32
O=C(CN1CCN(c2ccccc2)CC1)Nc1ccc(Oc2ccccc2)cc1 | -7 | 3 | -1 | 4 | 13 | 42* | -12 | -1 | 18
CCCOC(=O)CSc1nc(N)c(C#N)c(CC)c1C#N | -8 | 4 | 2 | -1 | -30 | 7 | 26 | 0 | -14
CCOC(=O)c1cnc(SCc2cccc(C)c2)nc1N | 6 | 12 | 4 | 0 | 8 | 20 | -5 | -4 | 1
O=C(O)CC(NCc1ccco1)C(=O)OCC1CCCO1 (stereo not drawn) | -3 | 4 | -2 | 4 | -12 | -10 | 10 | -4 | 5

Assay outcomes from PubChem.
